Compound activity deposited in PubChem BioAssay by Sanford-Burnham Center for Chemical Genomics.
APJ antag: antagonists of human apelin receptor APJ, primary screen, CHO-K1 cells, beta-arrestin complementation, luminescence | P35414 | inhibition, % at 20 µM | hit rate 0.32% among 330,000;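 active means inhibition above about 40% at 20 µM, limit read from the data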;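 further: cells challenged with 10 nM apelin-13 agonist together with compound; plate controls were apelin-13 plus DMSO wells for no effect and DMSO wells lacking apelin-13 for full effect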
tim23-1 inh: growth inhibitors of tim23-1 mutant yeast, primary screen, luminescence, uHTS; S. cerevisiae tim23-1 growth, BacTiter-Glo luminescence, 24 h; inhibition, % at 20 µM; hit rate 1.3% among 330,000;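 active means growth inhibition of the mutant yeast at or above 50%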;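 further: temperature-sensitive mutant grown at 25 °C; plate controls were DMSO-treated mutant yeast for no effect and medium wells lacking yeast for full effect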
697 NFkB inh: inhibitors of PMA/ionomycin-induced NF-kB reporter, 697 cells, primary screen, B-cell NF-kB inhibitor project, cell-based, luminescence, uHTS | hit rate 0.33% among 330,000 | inhibition, % at 4 µM | 697 B-cell NF-kB luciferase reporter, 16 h; in the data active means inhibition above about 35%
CHOP UPR activ: activators of apoptotic CHOP UPR arm, primary screen, cell-based, CHO-CHOP luciferase reporter, luminescence, uHTS; UPR activation; percent of tunicamycin response over DMSO baseline; AID 449763, 2010; hit rate 0.34% among 330,000; activation, % at 10 µM;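 active means at 10 µM dose, activation of 40% or more, normalized to positive control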;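 further: 100% = tunicamycin at 10 µg/mL and 0% = DMSO alone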
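Test system: CHO CHOP reporter cells. Input: 500 CHO-CHOP cells per well. Medium: F12 with 10% FBS. Technique: luciferase luminescence. Measure: percent activation relative to tunicamycin control. Dosing: 10 µM compound, 0.5% DMSO. Timing: 16-18 h cell attachment, then 6 h compound exposure, 37 °C.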
APJ ag: agonists of human apelin receptor APJ, primary screen, CHO-K1 cells, PathHunter beta-arrestin, luminescence. activation, % at 20 µM. hit rate 0.11% among 330,000. 0% DMSO wells, 100% apelin. P35414;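 active means activation more than six SD over the plate average, tested at 20 µM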;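 further: 0% = DMSO alone and 100% = apelin-13 at 10 nM; some results filed as inactive read as strong as hits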
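Test system: CHO-K1 APJ beta-arrestin complementation cell line | Compound: Single test compound dose, 20 µM final, 1% DMSO | Incubation: Compound 90 min 25 °C, reagent 1 h | Measured by: beta-gal luminescence | Read-out basis: APJ–arrestin association signal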
Mdm2-MdmX inh: inhibitors of human Mdm2-MdmX association, primary screen, cell-based, luminescence, split luciferase, SaOS-2, uHTS; SaOS-2 split-luciferase Mdm2/MdmX complementation; inhibition, % at 8 µM; hit rate 3% among 330,000; AID 485346, 2010;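 active means inhibition of at least 50% at 8 µM in the primary screen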
Target sequence (O15151 whole entry, looked up): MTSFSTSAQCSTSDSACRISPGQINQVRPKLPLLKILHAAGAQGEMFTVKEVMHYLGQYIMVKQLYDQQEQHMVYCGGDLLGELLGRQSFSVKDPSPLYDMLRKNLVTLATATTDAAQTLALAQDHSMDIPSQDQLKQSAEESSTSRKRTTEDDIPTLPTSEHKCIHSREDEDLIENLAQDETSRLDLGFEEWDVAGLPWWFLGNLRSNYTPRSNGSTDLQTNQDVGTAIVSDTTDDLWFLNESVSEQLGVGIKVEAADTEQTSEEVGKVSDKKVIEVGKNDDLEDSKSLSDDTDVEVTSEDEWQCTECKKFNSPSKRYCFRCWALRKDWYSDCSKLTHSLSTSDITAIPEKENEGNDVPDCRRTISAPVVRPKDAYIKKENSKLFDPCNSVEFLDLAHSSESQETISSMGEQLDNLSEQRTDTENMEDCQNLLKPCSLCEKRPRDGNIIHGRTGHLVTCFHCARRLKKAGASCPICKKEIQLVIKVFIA
Target sequence (Q00987 whole entry, looked up): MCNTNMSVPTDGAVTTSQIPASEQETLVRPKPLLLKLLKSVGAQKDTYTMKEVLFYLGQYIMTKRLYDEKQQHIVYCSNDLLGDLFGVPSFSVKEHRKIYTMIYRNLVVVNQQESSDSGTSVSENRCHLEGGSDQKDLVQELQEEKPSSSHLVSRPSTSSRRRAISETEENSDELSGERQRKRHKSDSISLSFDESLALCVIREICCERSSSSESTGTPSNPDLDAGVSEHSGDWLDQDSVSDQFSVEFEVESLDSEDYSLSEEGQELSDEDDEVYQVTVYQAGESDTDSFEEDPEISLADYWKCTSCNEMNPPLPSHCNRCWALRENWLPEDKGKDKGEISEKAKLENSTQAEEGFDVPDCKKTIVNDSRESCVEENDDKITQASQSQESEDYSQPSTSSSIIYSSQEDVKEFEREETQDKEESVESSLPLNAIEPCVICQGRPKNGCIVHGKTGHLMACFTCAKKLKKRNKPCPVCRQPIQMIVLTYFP
UPR XBP1 act: activators of adaptive XBP1 UPR arm, primary screen, cell-based, CHO-XBP1 luciferase reporter, luminescence, uHTS; IRE1-XBP1 UPR activation; percent of tunicamycin response, DMSO as zero; activation, % at 20 µM; hit rate 0.33% among 330,000; AID 463104, 2010;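 active means versus positive control, 20 µM dose yields 30% or more activation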;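 further: 100% = tunicamycin at 10 µg/mL and 0% = DMSO only wells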
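Material – CHO cell line with stable XBP1 luciferase reporter · Buffer or medium – F12 plus 10% FBS · Compound – single point, 20 µM final compound, 1% DMSO · Schedule – 16-18 h cell attachment at 37 °C, then 6 h compound exposure · Signal – Steady-Glo luminescence read · Benchmarks – high control tunicamycin 10 µg/mL final, low control DMSO vehicle only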
Jurkat NFkB inh: inhibitors of induced NF-kB luciferase reporter, primary screen, TCR NF-kB activation inhibitor project, cell-based, luminescence, uHTS. Jurkat, PMA/ionomycin-induced NF-kB luciferase reporter. inhibition, % at 4 µM. hit rate 0.53% among 330,000; in the data active means inhibition above about 50%
An asterisk follows results filed as active; i = inactive. Outcome played no part in choosing rows; about 5% have a hit in one of these screens.

SMILES	APJ antag	tim23-1 inh	697 NFkB inh	CHOP UPR activ	APJ ag	Mdm2-MdmX inh	UPR XBP1 act	Jurkat NFkB inh
Clc1ccc(Sc2cc(N3CCOCC3)nc(-c3ccccc3)n2)cc1	6	3	11	-0.5	-1	-3	2	11
COc1cc(/C=N/N=C(N)N)ccc1OCc1ccc(Cl)cc1	-29	1	-144	-0.1	18	101*	12	-5
Cc1ccc([N+](=O)[O-])c(OCCN2C(=O)NC(C)(C)C2=O)c1	3	-7	14	0.7	-4	28	2	-17
CC(C)COc1ccc(C(=O)NNC(=O)CCC(=O)c2cccs2)cc1	6	-21	26	3.3	-1	3	4	-2
COc1ccc(C2/C(=C(/O)c3ccc4c(c3)CC(C)O4)C(=O)C(=O)N2CCN2CCOCC2)cc1OC (stereo not given)	-10	12	-5	-0.8	-6	18	-1	11
CSc1ccc(C2=CC(=O)C[C@H](c3ccc4c(c3)OCO4)C2)cc1	0	5	-3	-0.6	-4	9	1	21
COc1ccc(NC(=O)c2nc[nH]c2C(=O)N[C@H](C)c2ccccc2)cc1	-5	29	-2	-1.7	-7	22	-1	0
C=CCC(O)(CCN1CCCCC1)c1ccccc1 (stereo not given)	17	-10	-3	-2.8	1	11	-6	-3
CCCCN(C(=O)CSc1nnc(-c2ccc(OC)cc2)n1CC)c1c(N)n(Cc2ccccc2)c(=O)[nH]c1=O	8	0	19	0.0	-2	-10	-1	6
COc1ccc(-c2noc(C3CCCN(C(=O)c4c(F)cccc4F)C3)n2)cc1OC (stereo not given)	4	24	1	3.8	1	11	1	5

6 entries from above, arranged by formula weight, rising.
SMILES	APJ antag	tim23-1 inh	697 NFkB inh	CHOP UPR activ	APJ ag	Mdm2-MdmX inh	UPR XBP1 act	Jurkat NFkB inh
C=CCC(O)(CCN1CCCCC1)c1ccccc1 (stereo not given)	17	-10	-3	-2.8	1	11	-6	-3
COc1cc(/C=N/N=C(N)N)ccc1OCc1ccc(Cl)cc1	-29	1	-144	-0.1	18	101*	12	-5
Clc1ccc(Sc2cc(N3CCOCC3)nc(-c3ccccc3)n2)cc1	6	3	11	-0.5	-1	-3	2	11
COc1ccc(-c2noc(C3CCCN(C(=O)c4c(F)cccc4F)C3)n2)cc1OC (stereo not given)	4	24	1	3.8	1	11	1	5
COc1ccc(C2/C(=C(/O)c3ccc4c(c3)CC(C)O4)C(=O)C(=O)N2CCN2CCOCC2)cc1OC (stereo not given)	-10	12	-5	-0.8	-6	18	-1	11
CCCCN(C(=O)CSc1nnc(-c2ccc(OC)cc2)n1CC)c1c(N)n(Cc2ccccc2)c(=O)[nH]c1=O	8	0	19	0.0	-2	-10	-1	6

Other entries follow.
SMILES	APJ antag	tim23-1 inh	697 NFkB inh	CHOP UPR activ	APJ ag	Mdm2-MdmX inh	UPR XBP1 act	Jurkat NFkB inh
CN1CCc2c(sc3nc(SCC(=O)N4CCOCC4)nc(N)c23)C1	13	-9	3	-2.9	-3	20	0	0
Cc1ccc(-n2nnnc2SCn2nnc3ccccc3c2=O)c(C)c1	29	30	-22	26	-3	2	1	34
Cc1ccccc1OCC(=O)NNC(=O)c1ccc(-n2cncn2)c([N+](=O)[O-])c1	4	-6	10	0.3	-5	4	0	3
CCOC(=O)c1c(NC(=O)CSc2nnc3c(Cl)cc(Cl)cn23)sc2c1CCC2	0	36	2	0.5	0	2	2	2
COc1ccc(/C=C/c2nc(C)c(-c3ccccc3)c(=O)[nH]2)cc1OC	5	14	4	2.7	-6	16	1	-13
CCN=c1scc(-c2ccccc2)n1/N=C/c1ccccn1	2	35	i	-2.5	-3	85*	1	-199
COc1ccccc1N(C)S(=O)(=O)c1ccc(C(=O)OCC(=O)N2CCCCCC2)cc1	3	34	18	-0.6	-4	-25	-1	-1
O=C(CN1C(=O)NC2(CCCCC2)C1=O)Nc1cc(C(F)(F)F)ccc1N1CCCC1	9	18	9	2.1	-10	1	9	-7
O=C(Nc1ccc(OC(=O)c2ccncc2)cc1)c1ccncc1	-11	7	8	1.5	-1	-9	1	-1
O=C(CC12CC3CC(CC(C3)C1)C2)N1CCCC1	10	25	10	1.7	-2	6	-2	0
COCCNC(=O)CCn1nc(-c2ccc(Cl)cc2)ccc1=O	20	8	4	-3.0	0	4	-6	-3
O=C(Nc1cccc(C(F)(F)F)c1)c1cncs1	-15	34	-53	1.0	-2	7	-3	-48
COc1ccc(/C=N/NC(=O)c2cccc([N+](=O)[O-])c2)cc1O	-25	-1	11	2.8	-3	0	0	-19
CC1SCCN1S(=O)(=O)c1ccc2ccccc2c1 (stereo not given)	4	15	-13	-0.6	1	-2	1	-30
COc1ccc(/C=C/C(=O)OCC(=O)NC2CCCC2)cc1OC	7	8	0	-2.3	1	3	1	-7
Nc1nnc(CC(=O)N/N=C/c2ccc(-c3ccccc3)o2)s1	7	10	-13	-3.4	-3	7	1	-7
CCOC(=O)CNC(=O)Cn1cnc2ccc(S(=O)(=O)N3CCC(C)CC3)cc2c1=O	-11	2	-22	-0.3	1	13	0	0
O=C(CSc1nnc2ccccn12)NC(=O)Cc1ccccc1	27	-3	22	-2.5	0	17	-2	-5
CCc1ccc(Nc2nc(N)nc(CSc3nnnn3-c3ccccc3)n2)cc1	-11	29	-17	1.2	3	60*	-1	-4
CCN(CC)CCCNc1nc(-c2ccccc2)nc2ccccc12	8	4	-4	-0.4	4	8	-3	-7
CCN(CC)c1ccc2c(c1)OC(N)=C(C#N)C2c1cccnc1 (stereo not given)	-14	7	31	1.3	3	66*	11	56*
CCCCc1ccc(NC(=O)CSc2nc(=O)n(CCN(CC)CC)c3c2CCC3)cc1	22	10	-3	2.9	5	59*	1	17
S=C(Nc1ccccc1)c1nc2ccccc2s1	17	5	-124	4.2	-2	-122	7	-95
CN(C)c1ccc(C(=O)OCC(=O)Nc2ccc(S(N)(=O)=O)cc2)cc1	8	8	13	5.4	-1	53*	4	3
O=C(OCC(=O)N1CCN(C(=O)c2ccco2)CC1)c1ccc(Cl)c(Cl)c1	15	18	3	-1.7	-3	-25	0	4
COc1ccc(/C=C/C(=O)OCC(=O)N2CC(=O)Nc3ccccc32)cc1S(=O)(=O)N1CCOCC1	-6	7	-9	-1.3	-1	-10	3	-15
CC(Oc1ccc(-c2nnco2)cc1)C(=O)N1CCOCC1 (stereo not given)	12	10	9	0.0	-2	9	-2	13
Cc1ccn2c(CNCCn3cccn3)c(C(=O)N3CCCCCC3)nc2c1	13	3	-4	-1.2	-2	4	-2	-11
Cc1ccc(OC(C)c2nnc(N)s2)cc1Cl (stereo not given)	8	18	-7	-0.4	-2	35	-3	16
N#Cc1ccc(-c2ccc(Cl)cc2)nc1Oc1ccc(F)cc1	9	17	0	9.8	0	44	26	-19
O=C(CN1CCN(c2ccccc2F)CC1)NC(=O)NCc1ccco1	16	7	10	-0.7	-4	10	0	9
COc1ccc(-c2noc(N3CCC(C(=O)N(C)c4ccccc4C)CC3)n2)cc1	7	16	6	-1.4	6	29	-1	14
Cc1ccc(OCCCC(=O)Nc2ccc(S(=O)(=O)Nc3cc(C)on3)cc2)cc1	17	2	15	2.0	6	14	1	-7
C[C@H](NC(=O)c1nc[nH]c1C(=O)NC1CCNCC1)C(=O)OCc1ccccc1	18	14	5	2.9	1	-12	0	3
O=C(/C=C/c1cccc(Br)c1)NCC1CCCCC1	0	22	18	2.1	-3	3	0	6
O=C(CSc1nnc(-c2ccc(Cl)cc2Cl)n1C1CCCCC1)NC1CCS(=O)(=O)C1 (stereo not given)	-8	6	-4	0.8	-2	-6	-1	4
Cc1cccc(OCCCC(=O)Nc2ccccc2C(F)(F)F)c1	18	2	15	1.7	-5	4	0	0
CCOC(=O)N1CCC(NC(=O)c2ccc(NC(=O)C3CCCO3)cc2)CC1 (stereo not given)	-5	22	-27	-1.8	9	-12	1	-7
CC1(C(=O)NCCc2c[nH]c3ccccc23)C=CCN1C(=O)c1ccccc1 (stereo not given)	14	-3	-7	-0.5	-6	24	-3	-17
CCOc1ccccc1NC(=O)C(c1ccccc1)N1CCN(C(=O)c2ccco2)CC1 (stereo not given)	16	29	16	0.7	-2	-5	-4	-11
CN(Cc1ccon1)C(=O)CC1C(=O)NCCN1Cc1ccc(Cl)c(F)c1 (stereo not given)	-3	0	5	2.5	-3	21	-4	-7
CCOC(=O)c1c(C)[nH]c(C=Nc2ccc(OC)cc2)c1O	4	13	11	4.9	-1	-2	-1	5
Cc1ccnc(NC(=O)c2cc3c(=O)oc4ccc(C)cc4c3s2)c1	12	-9	31	3.1	-4	70*	0	5
COc1ccc(CNC(=O)COC(=O)c2ccc(F)c(S(=O)(=O)N3CCCCC3)c2)cc1OC	-5	10	2	2.7	-6	18	-2	-4
O=c1c2ccccc2oc2ncccc12	10	-7	0	2.3	0	8	-2	-8
Cc1cc(C(F)F)n2ncc(C(=O)N3CCc4ccccc4C3)c2n1	6	-1	5	-2.8	-7	4	-3	10
CC(Oc1ccc(C#N)cc1)C(=O)N1CC=C(c2ccccc2)CC1 (stereo not given)	11	29	-7	-0.6	-3	22	0	37
COc1ccccc1-c1nc(S(=O)(=O)c2ccccc2)c(N2CCCCC2)o1	10	43	4	3.2	-4	-1	-3	3
CC1(C)C(c2cccs2)=[N+]([O-])C2(CCCCC/C2=N\NC(N)=O)N1O (stereo not given)	2	14	19	-1.6	-2	28	-1	3
CN1CCN(c2ccc(CNS(=O)(=O)Cc3cccc(C(F)(F)F)c3)cc2)CC1	-15	1	-36	4.0	0	21	-4	43
Next compounds
SMILES	APJ antag	tim23-1 inh	697 NFkB inh	CHOP UPR activ	APJ ag	Mdm2-MdmX inh	UPR XBP1 act	Jurkat NFkB inh
CCOC(=O)C1=C(Cc2ccc(C)cc2)C(=O)c2ccccc2C1=O	9	61*	-34	97*	5	2	22	0
Nc1cc(Cl)ccc1C(=O)OCC(=O)NC1CCCCCCC1	8	16	0	1.4	-5	6	2	-5
C[C@H](NC(=O)C1CCC(CNC(=O)[C@@H]2CCCN2C(=O)OC(C)(C)C)CC1)C(=O)O (stereo not given in full)	-15	10	-1	-0.4	0	4	-2	-32
Cc1cccc(NC(=O)NNC(=O)c2ccc3ccccc3c2)c1	-11	8	5	2.3	-5	2	-6	16
COc1cc(NC(=S)NC(=O)c2ccc(C)cc2C)ccc1NC(=O)c1cccs1	16	-22	-28	1.6	-5	26	-6	-1
CCN(CC)c1ccc(S(=O)(=O)N2CCOCC2)cc1NC(=O)CN1CCN(Cc2ccccc2)CC1	-19	0	-5	-0.5	-2	-7	-1	16
CCN(C[C@H]1N[C@@](CC)(C(=O)OC)[C@H]2C(=O)N(C)C(=O)[C@@H]12)S(=O)(=O)c1ccccc1	2	-4	-6	-1.2	-3	2	-3	-1
C=CCn1c(SCC(=O)O)nnc1-c1cccc(Cl)c1	11	5	-9	-0.6	-1	28	-1	-3
COc1ccc(CC(=O)N(c2ccccc2)c2nc(C)cs2)cc1	-6	27	2	-0.5	-4	20	-1	20
CN(CCC1CCCCO1)C(=O)CCc1nnc(CCCCc2ccccc2)o1 (stereo not given)	-9	22	-42	0.9	-1	-6	3	-7
O=C(CSc1ccccn1)C12CC3CC(CC(C3)C1)C2	9	34	10	1.9	-4	25	0	9
CCOC(=O)Cn1ncn(-c2ccc(OC(F)(F)F)cc2)c1=O	0	-1	-12	0.8	-2	6	1	9
